# Screening results (PubChem)
# NCI-60 one-dose screen, 48 h, at 10 µM unless noted. Numbers give growth in % (100 = growth as untreated, 0 = no growth, -100 = all killed).
# UACC-62 – UACC-62 melanoma; AID 1794756; 81,000 tested, 5.4% active
# UACC-257 – UACC-257 melanoma | 78,000 tested, 4.4% active | AID 1794764
# HS 578T – HS 578T breast cancer; 78,000 tested, 4.1% active
# SK-MEL-28 – SK-MEL-28 melanoma. 81,000 tested, 4.1% active. AID 1794761
# SK-MEL-5 – SK-MEL-5 melanoma; 80,000 tested, 6.4% active
# SK-MEL-2 – SK-MEL-2 melanoma; 77,000 tested, 4.7% active
# LOX IMVI – LOX IMVI melanoma | 79,000 tested, 7.4% active
# MALME-3M – MALME-3M melanoma; 78,000 tested, 5.8% active; AID 1794766
# Starred values were filed as active, the others as inactive; / = not tested or not shown; & = joins results of further samples; [ ] = remark or other dose. How the source made its calls: active means growth percent below 10; inactive means the rest.
Compound	UACC-62	UACC-257	HS 578T	SK-MEL-28	SK-MEL-5	SK-MEL-2	LOX IMVI	MALME-3M
COC(=O)C1=Nc2cc(OC)cc(OC)c2/C1=C\c1sc(N2N=C(c3ccccc3)CC2c2ccc(N(C)C)cc2)nc1O (configuration not stated)	94	103	90	104	105	110	98	116
COc1ccc(N2CC(c3nc4ccccc4[nH]3)CC2=O)cc1 (configuration not stated)	97	95	99	104	100	106	91	93
CCCCCCNc1ncnc2c1cnn2C	87	68	85	106	93	93	95	94
OCCN(CCO)C(CO)(CO)CO	106	104	125	108	116	104	/	104
CC(=O)c1ccc(Br)c2ccccc12	100&109	122	109&103	110&130	112&107	112&100	105&92	128
O=C(O)c1ccccc1C(=O)c1ccc(O)cc1	105	106	103	108	107	113	103	103
CC1=NN(c2ccccc2)C(=O)C1CC1C(=O)N(c2ccccc2)N=C1C (configuration not stated)	92	100	107	117	97	100	95	97
O=C1CC/C=C\CNC(=O)[C@]2(O)C[C@@H](O)[C@@H](O)[C@@H](C2)O1	102	94	101	109	100	104	99	94
O=C1/C(=C/c2ccc(O)c(O)c2)COc2ccc(-c3ccccc3)cc21	-14*	30	15	-11*	23	59	4.8*	41
C/C(=N\Nc1nc(-c2ccc(Cl)cc2)cs1)c1nnn(-c2ccc(F)cc2)c1C	102	96	115	99	101	103	101	104
CCN(CC)CCCC#CCN1CCCC1	95	103	106	99	103	122	98	92
Clc1ccc(-c2cn3c(n2)SCC3)c(Cl)c1Cl	70	95	92	123	66	86	88	91
CC(=O)c1cc(NS(=O)(=O)c2ccc(N)cc2)cn1C	91	/	125	87	103	98	100	92
Cc1noc(NS(=O)(=O)c2ccc(NC(=O)c3cc4c(o3)CCC=C4)cc2)c1C	94	106	90	94	123	101	92	106
O=C(NCc1ccco1)C1CN(c2ccc(Cl)cc2)N(c2ccc(Cl)cc2)C1=O (configuration not stated)	24	69	37	66	42	49	46	37
O=C(N/N=C/c1c[nH]c2ccccc12)Nc1ccc(Cl)cc1	84	94	96	94	86	90	46	94
Cc1ccc(S(=O)(=O)O)cc1Cl	104	95	102	111	101	96	95	98
S=C1CC(=S)c2cc(Cl)ccc2N1	88	102	103	100	93	89	91	87
ClCc1ccc(-c2ccccc2)cc1	93	76	98	109	/	104	108	104
CCOC(=O)NC(NC(=O)OCC)C(Cl)Cl	103	93	96	109	102	/	106	/
COc1cc(C2C(C#N)=C(N)N(c3ccc(F)cc3)C3=C2C(=O)CC(C)(C)C3)cc(OC)c1OC (configuration not stated)	94	87	98	108	/	97	98	89
CC(C)(O)C(O)c1ccccc1 (configuration not stated)	/	100	95	102	101	105	101	90
Oc1ccccc1-c1cc(-c2ccccc2Cl)[nH]n1	71	98	93	101	86	97	88	70
Nc1cccc2cc(O)ccc12	/	137	94	101	93	116	87	75
O=S(=O)(c1ccccc1)N1CCN(Cc2ccccc2)c2ccccc21	66	117	101	106	97	92	/	/
C[C@H]1CCCN1Cc1nc2ccc(NC(=O)c3ccc4c(cnn4C)c3)cc2[nH]1	94	91	99	109	88	112	102	91
CC1OC(C)(c2ccc(Cl)c(O)c2)OC1C (configuration not stated)	109	100	/	106	105	/	96	108
Cc1nc(Nc2cn[nH]c2C(=O)Nc2ccc(CN3CCN(C)CC3)cc2)c2ccsc2n1	94	98	67	107	90	111	73	132
COc1nc2c(cc1S(=O)(=O)c1ccccc1)CCc1c-2cnn1-c1ccccc1	69	78	85	83	87	83	90	69
Oc1c(Cl)cc(Cl)c2ccc(Cn3cc(-c4ccc(C(F)(F)F)cc4)nn3)nc12	74	58	88	51	99	95	9.2*	45
CCOC(=O)[C@@H]1[C@H](c2ccccc2)[C@H]([N+](=O)[O-])[C@H](c2cn(-c3ccccc3)nc2C)N1Cc1ccccc1	61	64	90	85	76	85	66	81
CC(C)(C)C(=O)C(Oc1ccc(Cl)cc1)n1ccnc1 (configuration not stated)	83	100	97	103	85	/	95	89
CCCCCCCCCCCC(=O)Nc1ncnc2nc[nH]c12	96	104	99	100	96	136	97	109
CC(C)CCNCC(C)(C)O	111	102	118	122	113	107	101	121
COc1ccc(-c2cc(-c3cc(OC)c(OC)c(OC)c3)c(C#N)c(=O)n2CCCCCC(=O)Nc2ccccc2N)cc1	83	106	81	110	83	101	72	100
O=C(N/N=C/c1ccccc1Cl)c1ccc([N+](=O)[O-])cc1	/	98	111	115	104	99	104	94
Cc1cc(Cl)ccc1NC(=O)c1cc2ccccc2cc1O	19	-5.4*	-7.7*	42	8.9*	-2.6*	29	7.3*
C[N+]1(CCC[N+]2(C)CCCCCCC2)CCCCCCC1	106	108	117	124	111	114	92	/
CC(=O)Nc1cc(C)c(C(=O)O)c(C)c1	106	88	90	112	104	103	100	104
COc1cc(-c2ccc(NC(=O)N3CC3C)c(OC)c2)ccc1NC(=O)N1CC1C (configuration not stated)	97	99	/	110	92	119	101	94

# Looked up above:
# CC(=O)Nc1cc(C)c(C(=O)O)c(C)c1 @ LOX IMVI: 100
# CCCCCCCCCCCC(=O)Nc1ncnc2nc[nH]c12 @ SK-MEL-28: 100

# Remaining list, next part
Compound	UACC-62	UACC-257	HS 578T	SK-MEL-28	SK-MEL-5	SK-MEL-2	LOX IMVI	MALME-3M
CCSSCC	92	107	103	111	106	101	98	99
CCOC(=O)C(C(=O)OCC)C1CCCCC1	99	96	109	106	109	110	110	96
O=C(NC1CCCc2ccccc21)c1cc2c([nH]c1=O)CCC2 (configuration not stated)	84[50 µM]	111[50 µM]	102[50 µM]	111[50 µM]	98[50 µM]	118[50 µM]	90[50 µM]	101[50 µM]
CO/N=C1\CN(c2nc3c(cc2F)c(=O)c(C(=O)O)cn3C2CC2)CC1CN (configuration not stated)	95	111	/	107	98	/	89	97
Oc1ccc(CSc2nnc(-c3ccccc3)o2)c2cccnc12	5.3*	6.4*	-3.9*	22	6.9*	35	5.7*	36
COC(=O)CC[C@@H](C)[C@H]1CC[C@H]2[C@@H]3CC[C@@H]4C[C@H](O)CC[C@]4(C)[C@H]3C[C@H](O)[C@]12C	87	110	114	118	89	88	94	/
Cc1c(-c2ccccc2)oc2c(C(=O)OCCN3CCCCC3)cccc2c1=O	108	112	98	115	101	98	98	138
COC(=O)C1=C(C(=O)c2cccc(OC)c2)C(c2ccco2)C(C#N)=C(N)O1 (configuration not stated)	92	93	103	106	100	110	86	124

# A draw from above in order of count of non-hydrogen atoms, smallest number first:
Compound	UACC-62	UACC-257	HS 578T	SK-MEL-28	SK-MEL-5	SK-MEL-2	LOX IMVI	MALME-3M
O=C(NC1CCCc2ccccc21)c1cc2c([nH]c1=O)CCC2 (configuration not stated)	84[50 µM]	111[50 µM]	102[50 µM]	111[50 µM]	98[50 µM]	118[50 µM]	90[50 µM]	101[50 µM]
COC(=O)C1=C(C(=O)c2cccc(OC)c2)C(c2ccco2)C(C#N)=C(N)O1 (configuration not stated)	92	93	103	106	100	110	86	124
COC(=O)CC[C@@H](C)[C@H]1CC[C@H]2[C@@H]3CC[C@@H]4C[C@H](O)CC[C@]4(C)[C@H]3C[C@H](O)[C@]12C	87	110	114	118	89	88	94	/

# Other entries
Compound	UACC-62	UACC-257	HS 578T	SK-MEL-28	SK-MEL-5	SK-MEL-2	LOX IMVI	MALME-3M
C=C1C(=O)O[C@H]2[C@H]1CC/C(CNS(=O)(=O)c1cccc3ccccc13)=C\CC[C@@]1(C)O[C@@H]21	29	70	61	2.7*	41	59	14	-18*
Cc1c(C)c2c(c(C)c1NC(=O)CCC(=O)O)CCC(C)(CCCC(C)CCCC(C)CCCC(C)C)O2 (configuration not stated)	95	125	21	121	67	114	/	/
CCn1cc(C(=O)NNC(=O)Nc2c(Cl)cccc2Cl)c(=O)c2ccc(C)nc21	85	84	78	102	99	89	93	78
N#Cc1c(N)n2c(nc1=Nc1ccc([N+](=O)[O-])cc1)sc1cc(Cl)ccc12	53	109	79	106	73	99	79	91
COc1ccc(Nc2ccn(CCC(=O)NCCC(C)C)c(=O)c2)cc1	101	96	94	56	/	98	/	/
NN1C(=O)c2ccc3c4c(ccc(c24)C1=O)CC3	97	103	/	114	98	105	99	95
COC(=O)c1cc(N)cc(C(=O)OC)c1	99	111	105	120	107	119	102	134
COc1cc(-n2nnc3c4nc(-c5ccccc5)oc(=O)c4c(C)nc32)cc(OC)c1OC	95	114	101	104	102	107	99	106

# One compound at a time, from the list above. Order of values: UACC-62 | UACC-257 | HS 578T | SK-MEL-28 | SK-MEL-5 | SK-MEL-2 | LOX IMVI | MALME-3M
# Listed for `N#Cc1c(N)n2c(nc1=Nc1ccc([N+](=O)[O-])cc1)sc1cc(Cl)ccc12` : 53 | 109 | 79 | 106 | 73 | 99 | 79 | 91
# Listed for `Cc1c(C)c2c(c(C)c1NC(=O)CCC(=O)O)CCC(C)(CCCC(C)CCCC(C)CCCC(C)C)O2` (configuration not stated) : 95 | 125 | 21 | 121 | 67 | 114 | / | /
# Listed for `CCn1cc(C(=O)NNC(=O)Nc2c(Cl)cccc2Cl)c(=O)c2ccc(C)nc21` : 85 | 84 | 78 | 102 | 99 | 89 | 93 | 78
# Listed for `NN1C(=O)c2ccc3c4c(ccc(c24)C1=O)CC3` : 97 | 103 | / | 114 | 98 | 105 | 99 | 95
# Listed for `COc1ccc(Nc2ccn(CCC(=O)NCCC(C)C)c(=O)c2)cc1` : 101 | 96 | 94 | 56 | / | 98 | / | /

# Next part.
Compound	UACC-62	UACC-257	HS 578T	SK-MEL-28	SK-MEL-5	SK-MEL-2	LOX IMVI	MALME-3M
O=C1c2ccc([N+](=O)[O-])cc2C(=O)N1C1c2ccccc2Oc2ccccc21	/	104	119	110	109	95	95	108
CC(=O)C12OC1CC1C3CC=C4CC(O)CCC4(C)C3CCC12C (configuration not stated)	103	98	/	110	95	97	97	107
COc1ccc([N+](=O)[O-])cc1F	96	90	105	97	104	131	100	108
CC1(c2nc3ccccc3cc2C#N)OCCO1	99	110	102	104	94	107	101	103
CCCCCCN(CCCCCC)N=O	108	/	107	106	109	/	105	120
CN1C/C(=C\c2ccc(O)cc2O)c2[o+]c3cc(O)ccc3cc2C1	48	59	50	17	58	47	-67*	26
COc1ccc(C(=O)N/N=C/c2cc(OC)c(O)c(OC)c2)cc1	94	100	99	101	95	115	90	96
N#CC1CN(S(=O)(=O)O[C@@H]2C(=O)N(c3cc4c5ccccc5ccc4c4ccccc34)[C@H]2c2ccc(F)cn2)C1	68	94	99	94	98	87	89	103
CCOC(=O)NN	106	98	107	101	99	112	95	108
COc1cc2oc(-c3cccc(C(=O)N[C@H](C(=O)O)C(C)C)c3)cc(=O)c2c(OC)c1OC	97	100	116	112	99	108	101	99
O=C(O)c1cn(C2CC2)c2cc(N3CCN(C(=O)CN4C(=O)S/C(=C/c5ccccc5)C4=O)CC3)c(F)cc2c1=O	95	97	94	106	99	112	95	96
O/C(C=Nc1ccccc1)=C\C=C\Nc1ccccc1	68	94	102	93	88	91	57	91
N#CCCN(CCO)c1ccccc1	103	100	102	108	100	101	107	97
COc1ccccc1/C=N/Nc1nc2ccccc2s1	71	102	95	110	54	99	75	/
Cc1ccc(NC(=S)NC(=O)c2cccs2)cc1	103	108	106	114	101	106	100	117
Cc1cc(Br)c(C)cc1Br	102	94	105	103	97	100	98	121
Cc1ccc(/C=N/N2C(=O)c3ccccc3C2=O)cc1	113	93	115	105	99	102	100	106
COCCCn1c(C(Cl)(Cl)Cl)nn2c(=O)c3ccccc3nc2c1=O	98	96	103	102	98	/	95	81
COc1c2occc2c(OC)c2c(=O)c(-c3cc(-c4ccc(F)cc4)c(C#N)c(=O)[nH]3)c(C)oc12	/	/	91	/	94	88	68	97
CCCC(C)C(=Nc1ccc(Cl)c(Cl)c1)N(C)C (configuration not stated)	90	94	96	102	97	99	94	107
CSC(=S)NN	94	102	111	107	109	95	109	115
COC(=O)c1ccc(Br)cc1	102	92	108	112	100	113	98	103
CCN(CC)c1ccc(/C=N\NC(=O)N/N=C/c2ccc(N(CC)CC)cc2)cc1	94	97	103	119	91	111	98	119
COC(=O)C(=O)C(C(=O)C(=O)Nc1cc(Cl)c(Cl)cc1Cl)c1nc2ccc([N+](=O)[O-])cc2[nH]c1=O (configuration not stated)	103	95	93	108	95	103	101	98
OC(COc1cccc2ccccc12)CN1CCN(c2ccccc2)CC1 (configuration not stated)	98	63	107	105	90	/	92	98
O=[N+]([O-])c1cc(S(=O)(=O)O)ccc1Cl	100	134	105	116	109	/	99	104
COc1ccc(-c2cc(C(=O)N3CCN(C(=O)c4ccccc4NCc4ccc5c(c4)OCO5)CC3)nc3cc(-c4ccccc4)nn23)cc1OC	98	96	96	105	91	110	98	/
CCN(CC)CCN1C(=O)c2c(c(C)c3c(oc4ccc(OC)cc43)c2C)C1=O	97	101	101	92	83	115	93	92
N#CC1=C(/N=C/c2ccccc2)Oc2c(ccc3ccccc23)C1c1ccc(Cl)cc1 (configuration not stated)	95	111	94	122	/	100	99	110
COc1ccc2c(c1)C(CC(=O)NN)CCC2 (configuration not stated)	104	90	102	113	104	108	94	/
C=CCC(S(=O)(=O)CC)S(=O)(=O)CC	98	99	113	113	101	93	96	106
CC(=O)Oc1ccccc1C(=O)Nc1ccc(C(=O)/C=C/c2ccncc2)cc1	50	92	69	56	74	108	-74*	87
COc1ccc(CCN2C(=O)C(C)SC2=S)cc1 (configuration not stated)	96	102	114	102	94	/	95	103
Nc1cc(S(=O)(=O)O)cc2cccc(O)c12	101	95	109	108	101	105	90	100
CCCCC(CC)COC(=O)c1nn(C(C)=O)c2cc(F)c(F)cc12 (configuration not stated)	97	100	108	111	95	99	97	105
NS(=O)(=O)c1ccc(Nc2nc(SCC(=O)c3ccccc3)nc3ccccc23)cc1	61	102	84	82	94	97	43	99
Cc1cc(-n2cc(-c3c(O)c(O)cc4c(O)c(-c5c(C)cc6c(-c7cn(-c8ccc(O)c(C)c8)nn7)c(O)c(O)cc6c5O)c(C)cc34)nn2)ccc1O	100	109	71	108	93	108	90	112
Cc1cc(-c2ccccc2)n2nc3nc(C)nc-3nc2n1	95	108	119	105	102	108	98	57
COc1cc(C2C3CC4CCCC[C@H]4N3[C@@]3(C(=O)Nc4cc(Cl)ccc43)C2C(=O)c2nc3ccccc3[nH]2)cc(OC)c1OC (some centres not stated)	57	62	74	82	65	80	59	57
